Assay outcomes as filed in PubChem BioAssay.
DYRK1A inh: Dyrk1A (rat) kinase inhibition | inhibition, % at 12.5 µM | actives 0.43% (n = 310,000) | AID 504441 | Q63470 | ADP-Glo luminescence, NFATc1 peptide; in the data active = inhibition above about 50%;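 note: plate controls were vehicle with enzyme for no effect and no enzyme for full effect; many of its hits are not listed in these tables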
GSK3 alpha inh: inhibitors of human GSK-3 alpha kinase; ADP-Glo luminescence, 60 min; P49840; inhibition, % at 10 µM; actives 0.1% (n = 320,000);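 in the data active = inhibition above about 50%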;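 note: GST-tagged GSK-3 alpha with peptide substrate and 25 µM ATP; 0% = DMSO neutral wells and 100% = GW8510 positive control wells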
RGS4 pot: potentiators or activators of RGS4; HEK293 M3R/inducible RGS4, carbachol calcium flux Fluo4; hits give low values; B-score at 10 µM; actives 0.92% (n = 310,000); AID 463111;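 active = B-score of the integrated calcium signal more than 4 SD below the library mean, with starting fluorescence not abnormally high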;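 note: negative B-score means reduced calcium response which marks RGS4 activation or potentiation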
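Assay system: Inducible-RGS4 HEK293 cells carrying M3 receptor | Schedule: Compound preincubation 20 min at room temperature before agonist | Signal: Kinetic calcium fluorescence imaging with Fluo4-AM dye, 2 µM | Read-out basis: B score from integrated fluorescence ratio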
RGS4 block: human RGS4 inhibition; P49798; HEK293 M3R/RGS4 inducible, Fluo-4 calcium flux; hits give high values; triggered by carbachol at its EC20; B-score at 10 µM; actives 0.45% (n = 310,000);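 active = B-score, a plate-corrected calcium signal, over three deviations above library mean, with baseline fluorescence within five deviations of library mean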;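 note: RGS4 expression induced by doxycycline in cells with stable M3 receptor; B-score is computed from the integrated fluorescence ratio over baseline after carbachol; higher B-score means a larger calcium signal and so more RGS4 inhibition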
Target sequence (P49798 whole entry, looked up): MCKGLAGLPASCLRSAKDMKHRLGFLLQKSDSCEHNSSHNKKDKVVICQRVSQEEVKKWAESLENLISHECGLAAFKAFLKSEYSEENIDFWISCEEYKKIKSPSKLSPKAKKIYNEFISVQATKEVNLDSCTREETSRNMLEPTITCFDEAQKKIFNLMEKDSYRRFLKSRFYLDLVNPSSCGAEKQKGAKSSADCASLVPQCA
KCNK9 block: human KCNK9 channel inhibition; AID 488922; HEK293 KCNK9, FluxOR thallium flux fluorescence; hits give low values; B-score at 10 µM; Q9NPC2; actives 1.2% (n = 310,000);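 active = ratio B-score over 3 SD below the library mean, with starting fluorescence within 5 SD of its mean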;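 note: negative B-score means less thallium flux so channel inhibition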
Target sequence (Q9NPC2 whole entry, looked up): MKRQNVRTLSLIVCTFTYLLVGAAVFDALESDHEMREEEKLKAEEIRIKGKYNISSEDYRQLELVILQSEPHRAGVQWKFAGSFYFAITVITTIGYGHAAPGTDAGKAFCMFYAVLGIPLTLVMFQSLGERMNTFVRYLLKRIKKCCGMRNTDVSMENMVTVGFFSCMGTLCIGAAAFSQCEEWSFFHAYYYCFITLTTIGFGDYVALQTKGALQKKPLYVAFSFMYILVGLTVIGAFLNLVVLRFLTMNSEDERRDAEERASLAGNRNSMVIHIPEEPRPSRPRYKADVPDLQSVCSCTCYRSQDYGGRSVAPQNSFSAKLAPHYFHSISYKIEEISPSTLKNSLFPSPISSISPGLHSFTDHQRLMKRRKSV
KCNK3 inh: human KCNK3 channel inhibition, primary screen; actives 0.84% (n = 340,000); B-score at 10 µM; CHO-KCNK3 thallium flux, FluxOR fluorescence; hits give low values;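 active = B-score under library mean minus 4 SD, starting fluorescence ratio at most library mean plus 5 SD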;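 note: more negative B-score means stronger inhibition of thallium flux through KCNK3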
Target sequence (O14649 whole entry, looked up): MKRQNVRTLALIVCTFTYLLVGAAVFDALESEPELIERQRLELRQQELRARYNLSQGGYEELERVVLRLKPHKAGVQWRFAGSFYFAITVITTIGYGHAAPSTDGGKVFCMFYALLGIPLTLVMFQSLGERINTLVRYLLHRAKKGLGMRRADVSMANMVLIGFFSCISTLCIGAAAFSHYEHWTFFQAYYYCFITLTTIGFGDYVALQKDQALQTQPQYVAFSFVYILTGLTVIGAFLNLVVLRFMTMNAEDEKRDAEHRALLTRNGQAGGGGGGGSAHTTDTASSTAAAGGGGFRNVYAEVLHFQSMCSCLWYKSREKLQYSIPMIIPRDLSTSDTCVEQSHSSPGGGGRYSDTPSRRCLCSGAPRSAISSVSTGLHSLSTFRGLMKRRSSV
PolyA inhibitor: inhibitors of polyadenylation in S. cerevisiae; S. cerevisiae SKY197-pL101 polyadenylation reporter, beta-gal luminescence; efflux-impaired pdr1/pdr3 knockout yeast; score 100 = 6 SD above DMSO; actives 0.02% (n = 300,000); calls only at 12 µM;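 active = lowest replicate activity score at least 50, where 100 means six control SD above control mean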;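 note: yeast exposed to compound for 9 h at 30 °C; higher score means more reporter readthrough which indicates perturbed polyadenylation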
GSK3beta inhib: blocks human GSK3beta kinase activity; activity score (negative = inhibition), % at 10 µM; AID 2097; P49841; actives 0.038% (n = 300,000); GST-GSK3beta kinase, ADP-Glo luminescence, 60 min; hits give low values;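 active = more than half of replicate wells score below -50%, meaning over 50% inhibition versus plate controls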;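 note: 0% = median DMSO wells and -100% = median GW8510 positive control wells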
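Test system: GST-tagged human GSK3beta kinase, cell-free; evaluation: activity score scaled between in-plate DMSO and GW8510 controls; measured by: ADP-Glo luminescence; incubation: 60 min reaction, RT; benchmarks: DMSO and 20 µM GW8510; reagent: peptide substrate plus 25 µM ATP (final); medium: Tris/MgCl2 kinase buffer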
KCNQ1 act: human KCNQ1 channel potentiation or activation; P51787; CHO-K1 KCNQ1, thallium flux FluxOR fluorescence; hits give high values; B-score at 10 µM; actives 0.35% (n = 310,000);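 active = fluorescence ratio B-score, a plate-corrected score, at least three library SD, with initial intensity B-score within 5 SD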
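assay system = KCNQ1-transfected CHO-K1 cells | medium = assay buffer with matched DMSO | probe or stimulus = depolarizing K+/Tl+ stimulus, K2SO4 and Tl2SO4 each 12.5 mM in 5x stock | dosing = single dose | incubation = dye 90 min, compound 20 min, room temperature | detection = kinetic FluxOR fluorescence, 10 s baseline plus 110 s post-stimulus | evaluation = ratio B score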
hERG protect: hERG (human) protection from proarrhythmic block; AID 1511; CHO-hERG, FluxOR thallium flux, dofetilide IC70 present; activation (rescue from dofetilide block), less the hit threshold, % at 10 µM; actives 0.51% (n = 310,000);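 active = activation above the mean of controls blocked by dofetilide plus 5 SD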;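 note: thallium influx through hERG after potassium depolarization seen as dye fluorescence rise; in these data hits start at about 4.7%; inactives centre near -7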
KCNQ1 inh: blocks the human KCNQ1 potassium channel; B-score at 10 µM; CHO-K1 KCNQ1, FluxOR thallium flux fluorescence; hits give high values; actives 1.3% (n = 310,000); P51787;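 active = compounds whose thallium flux B-score, printed positive for inhibition, exceeds three library SD while starting fluorescence stays within three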;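 note: channel opened by potassium depolarization with thallium stimulus after 20 min compound exposure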
* marks the source's active call; other numbers are inactive results; i = inactive; nt = no result given. An excerpt (hit frequency here may not be typical).

entry	molecule	DYRK1A inh	GSK3 alpha inh	RGS4 pot	RGS4 block	KCNK9 block	KCNK3 inh	PolyA inhibitor	GSK3beta inhib	KCNQ1 act	hERG protect	KCNQ1 inh
1	Cc1ccccc1Nc1nc(N)nc(COC(=O)C(NC(=O)c2ccco2)C(C)C)n1 (stereo not given)	-6	-1	i	i	i	i	i	6	i	-6	i
2	CCCCCCn1c2c(c(=N)c3c1CCC3)CCC2	7	0	i	i	i	i	i	-4	i	-26	6*
3	CCCN(CCO)Cc1cccc(Oc2ccccc2)c1	3	-1	i	i	i	i	i	0	i	-13	i
4	N#C/C=C(/N)c1ccc(Br)cc1	5	1	i	i	i	i	i	4	i	-10	i
5	CC(C)(C)C(=O)NNC(=O)c1cc(C(C)(C)C)nn1Cc1ccccc1	-5	-4	i	i	i	i	i	1	i	-8	i
6	NC(=O)c1nsc(C(=O)N(CC(=O)NC2CCCCC2)c2cccc(F)c2)c1N	3	0	i	i	i	i	i	0	i	-18	i
7	CCSc1nc(C2CC2)cc(-c2cccs2)c1C#N	-2	-3	i	i	-6.8*	i	i	1	i	-7	i
8	CC(C)c1nc(CNC(=O)C2CCC(=O)N(Cc3ccc(Cl)cc3)C2)no1 (stereo not given)	-3	0	i	i	i	i	i	-3	i	-4	i
9	Cn1c2c(c(=O)n3ncnc13)CCCC2	nt	-1	i	i	i	i	nt	3	i	-2	i
10	O=C(CCC(=O)N(CC(=O)NC1CCCC1)Cc1ccc2c(c1)OCO2)Nc1ccccn1	5	2	i	i	i	i	i	-1	i	-12	i
11	CCOC(=O)c1ccc(NS(=O)(=O)c2cnc[nH]2)cc1	-3	-1	i	i	i	i	i	3	i	-1	i
12	CCCc1cc(NCCCn2ccnc2)n2nc(C)c(-c3ccccc3)c2n1	2	0	i	i	i	-8.8*	i	-5	i	-22	i
13	Cc1cc2cc(CNC(=O)Cc3ccc([N+](=O)[O-])cc3)ccc2n1C	2	2	i	i	i	i	i	0	i	0	i
14	O=C(NCc1n[nH]c(=S)n1-c1ccccc1)c1ccc(S(=O)(=O)N2CCCCC2)cc1	-4	-1	i	i	i	i	i	0	i	-18	i
15	COC(=O)c1cc(S(=O)(=O)NCc2cc(OC)c(OC)c(OC)c2)cn1C	-4	2	i	i	i	i	i	4	i	-9	i
16	Cc1cc(C)c2cc(C(c3nnnn3CC3CCCO3)N3CCN4CCCC4C3)c(=O)[nH]c2c1 (stereo not given)	nt	1	i	i	i	i	i	0	i	-6	i

8 of the compounds above, with two lines to a compound:
Each structure is followed by: DYRK1A inh | GSK3 alpha inh | RGS4 pot | RGS4 block | KCNK9 block | KCNK3 inh | PolyA inhibitor | GSK3beta inhib | KCNQ1 act | hERG protect | KCNQ1 inh
6) NC(=O)c1nsc(C(=O)N(CC(=O)NC2CCCCC2)c2cccc(F)c2)c1N
 : 3 | 0 | i | i | i | i | i | 0 | i | -18 | i
7) CCSc1nc(C2CC2)cc(-c2cccs2)c1C#N
 : -2 | -3 | i | i | -6.8* | i | i | 1 | i | -7 | i
8) CC(C)c1nc(CNC(=O)C2CCC(=O)N(Cc3ccc(Cl)cc3)C2)no1 (stereo not given)
 : -3 | 0 | i | i | i | i | i | -3 | i | -4 | i
9) Cn1c2c(c(=O)n3ncnc13)CCCC2
 : nt | -1 | i | i | i | i | nt | 3 | i | -2 | i
10) O=C(CCC(=O)N(CC(=O)NC1CCCC1)Cc1ccc2c(c1)OCO2)Nc1ccccn1
 : 5 | 2 | i | i | i | i | i | -1 | i | -12 | i
11) CCOC(=O)c1ccc(NS(=O)(=O)c2cnc[nH]2)cc1
 : -3 | -1 | i | i | i | i | i | 3 | i | -1 | i
12) CCCc1cc(NCCCn2ccnc2)n2nc(C)c(-c3ccccc3)c2n1
 : 2 | 0 | i | i | i | -8.8* | i | -5 | i | -22 | i
13) Cc1cc2cc(CNC(=O)Cc3ccc([N+](=O)[O-])cc3)ccc2n1C
 : 2 | 2 | i | i | i | i | i | 0 | i | 0 | i

Additional records follow.
entry	molecule	DYRK1A inh	GSK3 alpha inh	RGS4 pot	RGS4 block	KCNK9 block	KCNK3 inh	PolyA inhibitor	GSK3beta inhib	KCNQ1 act	hERG protect	KCNQ1 inh
17	COc1ccc2c(c1OC)C(=O)N(c1ccc(C)cc1)C2=O	7	4	i	i	i	i	i	-1	i	-5	i
18	CC1(OC(=O)C2CCCC2)C(=O)C=C2C=C(c3ccsc3)N(Cc3ccc4c(c3)OCO4)C=C2C1=O (stereo not given)	-1	1	i	i	i	i	i	2	i	-6	i
19	CC(=O)CCN1CCOCC1	-7	-1	i	i	i	i	i	0	i	-5	i
20	COc1ccc(-n2c(C)cc(C(=O)COC(=O)c3cc(NC(=O)c4cccs4)c(OC)c(OC)c3)c2C)cc1	-3	-2	i	i	i	i	i	1	i	-8	i
21	COc1ccc(-c2nnc(NC(=O)CSc3ccc(C)cc3)s2)cc1OC	-4	-2	i	i	i	i	i	2	i	2	i
22	CNC(=O)C(=O)N/N=C/c1ccc(Br)cc1	1	0	i	i	i	i	i	-4	i	-10	i
23	Cc1cc(C)c2c(=O)n(CC(=O)Nc3cccc(Cl)c3C)sc2n1	6	2	i	i	i	i	i	2	i	-13	i
24	CCOC(=O)c1c(NC(=O)C(NCCN(C)C)c2ccccc2)sc2c1CCCC2 (stereo not given)	8	8	i	i	i	i	i	7	i	-24	i
25	CCOc1ccccc1Nc1ccc(C(=O)O)cc1[N+](=O)[O-]	nt	-2	i	i	i	i	i	-7	i	-3	i
26	Cn1c(=O)c(=O)n(C)c2cc(N3CCCC3)c(NS(=O)(=O)c3ccc(Cl)cc3)cc21	-4	2	i	i	i	i	i	-3	i	-17	i
27	Cc1ccc(C(=O)NC(C)c2ccc3c(c2)OCO3)s1 (stereo not given)	-7	-2	i	i	i	i	i	2	i	-3	i
28	CCCN1C(=O)c2cc(C(=O)Nc3ccccc3OC)ccc2C1Nc1ccccc1OC (stereo not given)	2	-2	-7.2*	i	i	i	i	-2	i	-16	i
29	OCC#Cc1ncc(C(F)(F)F)cc1Cl	11	-9	i	i	i	i	i	0	i	-20	i
30	Cc1cc(C)n(-c2ccc(C(=O)OCC(=O)NC(c3ccccc3)c3ccccc3)cc2)n1	-4	-1	i	i	i	i	i	1	i	-8	i
31	COc1ccc(N2CCCn3c2nc2c3c(=O)n(CCc3ccccc3)c(=O)n2C)cc1	-4	0	i	i	i	i	i	-4	i	-7	i
32	CC(C(=O)O)N1C(=O)CSC1=S (stereo not given)	7	-2	i	i	i	i	i	1	i	-1	i
33	Cc1cccc(C)c1Nc1c(-c2ccsc2)nc2ncccn12	8	1	i	i	i	i	i	2	i	-7	i
34	CC(C)(C)C(=O)NNC(=O)C1CC1(c1ccccc1)c1ccccc1 (stereo not given)	-1	2	i	i	i	i	i	2	i	-3	i
35	O=C1c2cc([N+](=O)[O-])cc3cc([N+](=O)[O-])cc(c23)C(=O)N1c1ccccn1	23	10	i	i	i	i	i	-5	i	-12	i
36	CCNC(=S)NC1CC2CCCC(C1)N2Cc1ccco1 (stereo not given)	-4	-5	i	i	i	i	i	0	i	2	i
37	CC(C)C(NC(=O)OCc1ccccc1)C(=O)NCC(=O)OC(C)(C)C (stereo not given)	-1	1	i	i	i	i	i	3	i	-6	i
38	CCC(=O)NCCSc1c[nH]c2ccccc12	-2	0	i	i	i	i	i	-1	i	-10	i
39	Nc1ccc(C#Cc2ccc3sc4ccccc4c(=O)c3c2)cc1	-3	1	i	i	i	i	i	3	i	-14	i
40	COC(=O)c1ccccc1NC(=O)c1ccccc1SC	6	2	i	i	i	i	i	0	i	-10	i
41	CCOC(=O)NC(NC(=S)Nc1ccc(OC)cc1)C(Cl)(Cl)Cl (stereo not given)	-1	-1	i	i	i	i	i	-3	i	-7	i
42	CC(C)N(Cc1ccc(F)cc1)C(=O)c1cc2ccccc2oc1=O	6	0	i	i	i	i	i	-1	i	-2	i
43	COc1cccc(N2C(=O)CC(N3CCc4ccccc43)C2=O)c1 (stereo not given)	-3	-1	i	i	i	i	i	-1	i	-10	i
44	COc1cccc(CN(C)C(=S)Nc2ccc(C)c(C)c2)c1	0	-8	i	i	i	i	i	1	i	4.7*	i
45	CCNC(=O)/C(=C\C=C\c1ccccc1)NC(=O)c1ccc(Br)o1	2	1	i	i	i	i	i	-1	i	-4	i
46	CCC(Sc1nc2ncccc2[nH]1)C(=O)NC1CCCC1 (stereo not given)	2	-1	i	i	i	i	i	-4	i	-11	i
47	O=C1NC(c2ccccc2)=NC1(NS(=O)(=O)c1ccc(Cl)cc1)C(F)(F)F (stereo not given)	-6	-2	i	i	i	i	i	-3	i	-11	i
48	CCCCCCCCCCS(=O)(=O)N/N=C/c1ccccc1OC	-5	-6	i	i	i	i	i	8	i	-11	i
49	O=c1cc(/C=C/c2c(F)cccc2Cl)[nH]c2ccccc12	-1	-1	i	i	i	i	i	-5	i	-9	i
50	COc1ccc([C@H]2C=C3CN(C(=O)OC(C)(C)C)S(=O)(=O)[C@H]3C[C@H]2OC(=O)c2ccc(C(F)(F)F)cc2)cc1	10	-1	i	i	i	i	i	0	i	-7	i
51	Nc1nonc1C(=O)NCCNc1ccc([N+](=O)[O-])cn1	3	-1	i	i	i	i	i	4	i	-10	i
52	COc1ccc(N(CC(=O)Nc2ccccc2SC)S(C)(=O)=O)cc1OC	-3	nt	i	i	i	i	i	-1	i	-4	i
